# Neddyl block: inhibitors of cullin neddylation, primary screen, biochemical, TR-FRET, uHTS, NAE and Ubc12; AID 651699, 2012; NEDD8-conjugating enzyme Ubc12 (Homo sapiens) + NEDD8-activating enzyme E1 regulatory …; calls only at 25 µM; hit rate 0.58% among 360,000; in the data active = inhibition above about 36%
# E coli Lon inh: inhibitors of E. coli Lon protease, primary screen, biochemical, fluorescence polarization. P0A9M0. inhibition, % at 7.94 µM. purified E. coli Lon protease. hit rate 0.42% among 360,000; in the data active = inhibition above about 13%, passing the limit was not always enough;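 also: 0% = enzyme with probe and DMSO and 100% = no enzyme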
# NRP1-CendR mod: modulators of CendR peptide binding to NRP-1, primary screen, biochemical, fluorescence polarization, uHTS. AID 602438, 2012. inhibition, % at 25 µM. hit rate 0.85% among 360,000. FAM-RPARPAR peptide binding to NRP-1;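 active = inhibition or corrected inhibition above about 18%, plus a signal ratio from 0.5 to 1.5, limit read from the data, passing the limit was not always enough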; also: strong numbers were not always called active
# MT1-MMP act inh: blockers of MT1-MMP proenzyme processing, primary screen, HT1080 RFP-PRO-GFP cells, GFP/RFP fluorescence; GFP/RFP ratio fluorescence, overnight; percent of plate control window, DMSO zero; GFP/RFP ratio change, % at 20 µM; hit rate 0.061% among 360,000;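 active = GFP/RFP ratio change of at least 30% with cell ATP level not reduced by more than half and red fluorescence within 50% of control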; also: strong numbers were not always called active
#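 Read-out: GFP/RFP fluorescence ratio; Test system: RFP-PRO-GFP reporter HT1080 cells; Compound dosing: single-point 20 µM compound, 1% DMSO; Times: overnight compound exposure at 37 °C.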
# FAS-TE inh: FAS thioesterase domain inhibitors, primary screen, biochemical, fluorescence intensity, uHTS | Fatty acid synthase (Homo sapiens), P49327 | recombinant FAS-TE, OMFH fluorogenic substrate, fluorescence endpoint | inhibition, % at 15 µM | hit rate 0.67% among 360,000;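 active = compounds whose normalised, plate-corrected inhibition of enzyme fluorescence in the single-dose primary screen is 50% or more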;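 also: 0% = DMSO with enzyme and 100% = substrate without enzyme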
# MLLE-PAM2 inh: inhibitors of PABP1 MLLE–PAM2 peptide binding, primary screen, biochemical, fluorescence polarization, FITC-PAM2, GST-MLLE. Polyadenylate-binding protein 1 (Homo sapiens), P11940. inhibition, % at 20 µM. hit rate 0.36% among 360,000. AID 588489, 2011; in the data active = inhibition above about 35%, passing the limit was not always enough;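 also: plate controls were DMSO wells with GST-MLLE for no effect and wells lacking GST-MLLE protein for full effect; some results filed as inactive read as strong as hits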
# Target sequence (P11940 whole entry, looked up): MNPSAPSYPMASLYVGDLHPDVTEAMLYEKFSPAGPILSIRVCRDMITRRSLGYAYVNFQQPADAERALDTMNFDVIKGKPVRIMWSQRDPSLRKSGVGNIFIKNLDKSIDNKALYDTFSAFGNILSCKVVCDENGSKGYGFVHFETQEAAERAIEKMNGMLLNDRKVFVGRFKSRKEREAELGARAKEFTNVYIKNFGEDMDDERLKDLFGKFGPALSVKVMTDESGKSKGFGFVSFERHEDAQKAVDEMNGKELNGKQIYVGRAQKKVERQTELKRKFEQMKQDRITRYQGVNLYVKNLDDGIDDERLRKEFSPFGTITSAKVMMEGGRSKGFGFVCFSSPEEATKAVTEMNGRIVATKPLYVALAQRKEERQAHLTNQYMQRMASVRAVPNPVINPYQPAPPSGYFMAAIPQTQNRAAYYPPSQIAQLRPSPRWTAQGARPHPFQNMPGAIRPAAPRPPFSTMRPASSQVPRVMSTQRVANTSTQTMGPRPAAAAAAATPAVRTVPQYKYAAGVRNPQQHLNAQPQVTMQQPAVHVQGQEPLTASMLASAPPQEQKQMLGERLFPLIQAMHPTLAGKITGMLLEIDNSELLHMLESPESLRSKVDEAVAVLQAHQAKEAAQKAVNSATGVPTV
# bovine MsrA act: bovine MsrA enzyme activators, primary screen, biochemical, absorbance, HTS; purified bovine MsrA, absorbance read-out; hit rate 0.3% among 360,000; activation, % at 10.6 µM; AID 602163, 2012; in the data active = activation above about 7.5%;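 also: 0% = vehicle and 100% = reference activator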
# SKN-1 inh: suppressors of acrylamide-induced Pgst-4::GFP reporter in worms, primary screen, SKN-1 inhibitor project, whole organism, uHTS, GFP/RFP fluorescence ratio, strain VP596 | hit rate 0.49% among 360,000 | AID 624304, 2012 | inhibition, % at 21.8 µM | C. elegans VP596 Pgst-4::GFP/RFP ratio, 24 h;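 active = interference check ratio from 0.5 to 1.5 plus GFP to RFP signal ratio inhibition reaching or exceeding a fixed threshold, cut at about 30% in these data, passing the limit was not always enough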; also: some compounds called inactive have numbers as strong as hits
# Rin1-Abl PPI inh: inhibitors of Rin1-Abl protein binding, primary screen, biochemical, TR-FRET | hit rate 0.4% among 360,000 | inhibition, % at 7.35 µM | Tyrosine-protein kinase ABL1 (Homo sapiens) + Ras and Rab interactor 1 (Homo sapiens), … | AID 588664, 2011; in the data active = inhibition above about 5%, passing the limit was not always enough
# Starred values were filed as active, the others as inactive; i = inactive; . = no result given.
# Second line of a record – Neddyl block	E coli Lon inh	NRP1-CendR mod	MT1-MMP act inh	FAS-TE inh	MLLE-PAM2 inh	bovine MsrA act	SKN-1 inh	Rin1-Abl PPI inh
Cc1cc(C)n(CCNC(=O)CC2C(=O)NCCN2CC2CCCCC2)n1 (stereo not drawn)
→ i	1	4	5	-10	15	-13	11	2
C=CCn1c(C23CC4CC(CC(C4)C2)C3)n[nH]c1=S
→ i	-10	-10	3	0	-22	-3	-7	-1
CCSC1=C(C#N)C(c2ccccc2OC)CC(=O)N1 (stereo not drawn)
→ i	0	-4	-1	-10	10	-9	4	0
CC[C@@H](NC(=O)[C@H](Cc1ccccc1)NC(=O)CC[C@H]1O[C@@H](n2ccc(=O)[nH]c2=O)[C@H](O)[C@@H]1O)c1ccccc1
→ i	-3	-8	2	-4	6	-3	4	3
CCOC(=O)C1CCN(S(=O)(=O)c2ccc(NC(C)=O)c(Cl)c2)CC1
→ i	-3	13	-1	0	-10	-4	7	0
Oc1c(C=Nc2ccccc2)sc2ccccc12
→ i	-55	-63	-3	-18	-100	-5	10	-2
O=c1c(N2CCOCC2)c(N2CCOCC2)c1=O
→ i	-1	0	-1	-3	8	0	-8	0
O=C1CCN(Cc2ccc(Cl)cc2)N1
→ i	2	4	2	-2	19	-1	12	0
CCN(CC)c1ccc(C(=O)OCC(=O)N2CCCC2)cc1
→ i	-7	4	1	-3	0	-2	7	2
COCCCNC(=S)N1CCC(C(=O)c2ccc3c(c2)OCCO3)CC1
→ i	-6	10	3	-34	-129	-5	13	5
Cc1ccccc1Nc1c(-c2ccc(N3CCOCC3)cc2)nc2cnccn12
→ .	-4	12	2	3	-1	-2	8	-1
Cc1cc(C(=O)Nc2cccc3c2O[C@H](CN(C)CC2CC2)[C@@H](C)CN([C@H](C)CO)C3=O)n(C)n1
→ i	-5	-2	-1	-7	0	0	-14	3
CCCc1cc(=O)oc2cc(C)cc(OCC(=O)NCC(O)c3ccccc3)c12 (stereo not drawn)
→ .	-5	-1	1	19	2	-4	-1	0
Cc1ccc(C)c(Cn2c(=O)n(CCC(=O)NCc3ccco3)c(=O)c3ccccc32)c1
→ i	-3	-8	0	-6	-3	2	23	-6
COc1ccc(C(=O)Oc2ccc(N(C)S(=O)(=O)c3ccccc3)cc2)cc1[N+](=O)[O-]
→ i	4	2	-3	49	9	-6	-1	0
CNc1nc(NCc2ccc(C)cc2C)c2sccc2n1
→ i	1	-5	-2	-2	5	-9	-1	2
Cc1cc(C)nc(N/N=C/c2ccccc2Cl)n1
→ i	-2	-4	-3	-3	-11	-2	9	-1
Cn1c(=NC(=O)C(C)(C)C)sc2cccc(F)c21
→ i	-9	1	0	6	-4	-5	-1	-1
Cc1ccccc1NC(=O)Nc1nc2ccc(S(C)(=O)=O)cc2s1
→ i	-4	10	-3	-20	5	-3	5	-1
Cn1c(-c2cccc([N+](=O)[O-])c2)cnc1NCc1ccc(C#N)cc1
→ i	0	-3	4	9	12	-2	-5	-1

# Complete entries as entered above.
# `Cc1ccccc1Nc1c(-c2ccc(N3CCOCC3)cc2)nc2cnccn12` is entered as Neddyl block = .; E coli Lon inh = -4; NRP1-CendR mod = 12; MT1-MMP act inh = 2; FAS-TE inh = 3; MLLE-PAM2 inh = -1; bovine MsrA act = -2; SKN-1 inh = 8; Rin1-Abl PPI inh = -1
# `Cc1ccccc1NC(=O)Nc1nc2ccc(S(C)(=O)=O)cc2s1` is entered as Neddyl block = i; E coli Lon inh = -4; NRP1-CendR mod = 10; MT1-MMP act inh = -3; FAS-TE inh = -20; MLLE-PAM2 inh = 5; bovine MsrA act = -3; SKN-1 inh = 5; Rin1-Abl PPI inh = -1

# Going on with the list:
# Second line of a record – Neddyl block	E coli Lon inh	NRP1-CendR mod	MT1-MMP act inh	FAS-TE inh	MLLE-PAM2 inh	bovine MsrA act	SKN-1 inh	Rin1-Abl PPI inh
COc1cc(/C=C2\NC(=S)N(C)C2=O)ccc1O
→ i	-76	-84	-49	-6	-164	-1	3	-3
O=C1[C@@H]2[C@@H]3C[C@@H]([C@H]4ON=C(c5ccc(Cl)cc5)[C@@H]34)[C@@H]2C(=O)N1C1CCCCC1
→ i	-2	-2	-3	23	4	-4	2	-3
CCOC(=O)C1CCN(C(=O)CCC(=O)NNc2nc3ccccc3c3nc(C)nn23)CC1
→ i	3	6	5	-1	-9	-2	11	4
O=C(O)C1(NS(=O)(=O)c2ccc(F)c(Cl)c2)CCCCC1
→ i	5	-2	4	-7	12	-1	-10	-1
Cc1ccc(C(=O)NNC(=O)c2ccncc2)cc1S(=O)(=O)N1CCCCC1
→ i	-11	-3	4	-5	7	-2	14	2
O=C(c1ccncc1)N1CCCC(N2CCN(c3ccc(F)cc3)CC2)C1 (stereo not drawn)
→ i	13	17	2	-8	1	-2	6	-2
O=C(NCCN1CCOCC1)c1cc(Br)ccc1Cl
→ i	-8	-2	1	-8	1	-4	-3	3
Cc1nnc(SCC(=O)N2CCN(c3cccc(Cl)c3)CC2)n1C1CC1
→ i	-3	10	0	-8	-5	-1	1	-2
Cc1nnc2sc(-c3ccco3)nn12
→ i	4	8	5	-5	15	-1	1	1
O=C(Nc1c2c(nn1-c1ccc(F)cc1)CS(=O)C2)c1ccc(S(=O)(=O)N2CCOCC2)cc1 (stereo not drawn)
→ i	-2	5	-1	-14	4	-8	1	-2
Cc1ccccc1-n1c(=O)c(C#N)cc2c(=O)n3ccccc3nc21
→ .	-4	-18	-2	-5	-7	-1	-5	-6
CCOc1ccccc1NC(=O)C1CCCN1C(=O)OCc1ccccc1 (stereo not drawn)
→ i	-11	1	0	0	-1	-2	-16	0
O=C(CSc1ncnc2scc(-c3ccccc3)c12)NCc1ccc2c(c1)OCO2
→ i	-5	2	-3	28	-3	-4	-4	-2
COc1cccc(/C=C/C(=C2/C(=O)N(c3ccccc3)N=C2C)c2ccccc2)c1OC
→ i	10	-6	2	-10	1	-2	5	1
O=C(COC(=O)[C@@H]1CC(O)CN1S(=O)(=O)c1ccc2c(c1)OCCO2)NCc1ccc(F)cc1 (stereo partly drawn)
→ i	13	-1	0	3	-8	-2	2	1
CN1CCCN(C(=O)CNC(=O)c2ccc(Cl)cc2Cl)CC1
→ i	-17	3	-5	-11	-6	-2	-10	4
COCCNC(=O)C(c1ccncc1)N(C(=O)Cn1nnc2ccccc21)c1ccc(OC)cc1 (stereo not drawn)
→ i	-4	11	4	-9	-1	-3	20	-1
O=C(/C=C/c1ccco1)Nc1cccnc1
→ i	15	-6	-8	-6	15	-4	19	-2
COC(=O)c1cccc(NC(=O)CN2CCOCC2)c1
→ i	-7	9	-1	-7	5	-3	1	2
O=C(CCC(=O)N(CC(=O)NC1CCCCC1)Cc1ccccc1)Nc1nccs1
→ i	-5	14	-2	-1	0	0	9	-2
COc1ccc(-n2ccnc2SCC(=O)Nc2ccc(OC)cc2OC)cc1
→ i	-6	-3	0	1	-4	-2	4	-1
CCN(CC(=O)Nc1ccc(OC)cc1)C(=O)CCc1nc2ccccc2c(=O)[nH]1
→ i	-2	0	1	-6	3	-6	-2	-1
Cc1ccc(S(=O)(=O)N2CCCCC2)cc1NC(=O)Cn1cc(C(F)(F)F)ccc1=O
→ i	3	13	3	0	-6	-4	-5	-1
Cn1ccc2c(N3CCCCCC3)cc3c(c21)C1CCC3C1 (stereo not drawn)
→ i	-9	16	1	12	20	0	4	0
Cc1onc(-c2ccccc2)c1C(=O)Nc1c(C)n(C)n(-c2ccccc2)c1=O
→ i	2	38*	4	-6	2	0	-16	-5
CCn1nnc(-c2ccccc2NC(=O)c2ccc(-n3cnnn3)cc2)n1
→ i	8	-2	4	8	-6	-7	6	-1
S=C(Nc1ccc(Cl)c(Cl)c1)NN1CCOCC1
→ i	8	-1	-4	-8	18	-1	1	0
COc1ccc(-n2ccnc2CN2CCN(C3CCCC3)C(CCO)C2)cc1 (stereo not drawn)
→ i	3	6	-2	-4	-5	-3	-7	1
Cc1c(Cl)cccc1Nc1nc(N)nc(CN2CCCCCC2)n1
→ i	-2	0	0	-6	-5	-4	22	-4
CC1CCCC(NC(=O)CSc2nnc(-c3cccnc3)n2N)C1C (stereo not drawn)
→ i	-26	-17	-7	-6	-52	2	9	-3
NC(=O)c1nc(-c2ccco2)nc2c1[nH]c(=O)n2-c1ccc(Cl)c(Cl)c1
→ i	-6	-9	0	-7	-17	-8	4	0
COc1ccc2[nH]cc(CCNC(=O)Cc3ccc(Br)cc3)c2c1
→ i	0	-1	2	4	13	-4	10	1
CN(C)S(=O)(=O)c1cc(NC(=O)CN2CCN(c3ccc(O)cc3)CC2)ccc1Cl
→ i	-4	9	6	-3	-8	-7	-3	3
CC(=O)c1cccc(CN2CCN(CCc3ccccc3)C(CCO)C2)c1 (stereo not drawn)
→ i	2	-2	1	-4	4	-4	-7	-4
CCOC(=O)[C@]12CCCC=C1N(Cc1ccc(Cl)cc1Cl)C(=O)[C@H](CC(=O)NCc1ccc(C)o1)C2
→ i	-9	-5	0	19	.	-6	12	.
Cc1cc(C)c(C#N)c(N2CCN(c3ccccc3F)CC2)n1
→ i	-6	5	-2	20	10	-3	-10	0
Cc1cc(C)c(S(=O)(=O)c2cccc(C(F)(F)F)c2)c(=O)[nH]1
→ i	-3	4	-2	-6	7	0	10	1
C/C(=N\Nc1nc(C)cc(-c2ccccc2)n1)c1ccc(C)o1
→ i	-2	-18	-8	1	-25	-1	10	-2
COc1ccc(NC(=O)c2ccc(NS(=O)(=O)c3c(C)noc3C)cc2)cc1OC
→ i	10	-1	0	-1	1	0	-5	-1
CCC(C)N(C(=O)CSc1nnc(COc2ccccc2F)n1N)C1CCS(=O)(=O)C1 (stereo not drawn)
→ i	-6	-1	2	-4	12	-2	10	3
O=C(CSCc1ccccc1F)NCc1ccc(F)cc1
→ i	1	-3	4	1	6	-5	3	0
CC(=O)NC(CC(=O)NC1CCCCCC1)c1ccccc1 (stereo not drawn)
→ i	-9	-4	-4	-3	-92	-12	-4	2
CC1CCCC(C)N1NC(=O)Cc1ccccc1 (stereo not drawn)
→ i	2	3	2	-1	2	-5	-6	1
C=CCOc1ccccc1CNc1cccc(F)c1
→ i	-8	-3	-3	14	-13	-4	-4	-6
CCOC(=O)/C(C#N)=C\C1=C(N2CCOCC2)CC(C)(C)OC1
→ i	-5	-1	3	-8	11	-6	-10	1
Nc1ccc(CCS(N)(=O)=O)cc1
→ i	-9	-3	-3	-9	-4	-2	16	1
Cc1cccc(C)c1NC(=O)CN(C)C(=O)c1ccc(COc2ccccc2)cc1
→ i	-10	-6	-1	4	-23	-5	8	1
COC(=O)c1ccc(S(=O)(=O)N2CCC(O)CC2)n1C
→ i	0	-6	3	-6	-6	-3	-2	1
O=C(O)c1cccc2c1/C(=N/O)c1ccccc1-2
→ i	5	5	3	-5	16	-8	6	-2
CCOc1ccc(C(=O)Cc2ccc3oc(C(=O)O)cc3c2)c(O)c1
→ i	3	-16	-11	-18	3	-13	-29	3
Cn1c(SCC(=O)NC2CCCCC2)nnc1-c1ccncc1
→ i	3	6	-3	-5	13	-6	28	2
O=C(CCN1C(=O)/C(=C/c2ccccc2Cl)SC1=S)NN1CCOCC1
→ i	-2	12	-3	6	25	-2	16	-2
S=c1[nH]nc(-c2ccco2)n1/N=C/c1c(Cl)cccc1Cl
→ i	-13	-11	2	7	-77	0	47*	-2
COc1ccc(C2CC(=O)N3CN(c4ccc(C)c(Cl)c4)CSC3=C2C#N)cc1OC (stereo not drawn)
→ i	5	-43	-9	4	-29	2	-1	-2
